Screening results deposited in PubChem BioAssay by National Center for Advancing Translational Sciences (NCATS).
SW480 rerep: induces DNA re-replication in SW480 colon adenocarcinoma cells | SW480 DNA re-replication, Hoechst DNA content imaging, 48 h | Potency, µM (series often up to 46.1 µM), for inactives: top-dose re-replication activation, actives largely listed as activators | 340,000 compounds, 1.8% hits | AID 624297; also: potency is read from the fitted curve at half-maximal effect; % of control where 0% means no effect; nearly all actives have a fitted effect of over 55% in size
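Image-based DNA-content assay: after two days of treatment, nuclei were labelled with the DNA dye Hoechst and imaged, and hits were compounds raising the count of nuclei showing high fluorescence intensity.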
HT1080 IDH1KD tx: toxicity to HT-1080 IDH1 knockdown cells (counter line). HT-1080 IDH1 knockdown viability, ATP luminescence, 48 h. Potency, µM (series often up to 46.1 µM), inactives show at the highest dose activity, negative = toxicity, usual class: cytotoxic. 360,000 compounds, 2% hits. AID 686971;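 also: potency is read from the fitted curve at half-maximal effect; 0% = DMSO wells and -100% = cell-free medium wells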
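% activity derives from luminescence (CellTiter-Glo), normalised to DMSO and no-cell wells. HT-1080-IDH1KD cells, 750/well, had 48 h compound exposure at 37 °C.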
HT1080-NT tox: kills 2HG-producing HT-1080-NT fibrosarcoma cells; HT-1080-NT fibrosarcoma viability, CellTiter-Glo ATP luminescence, 48 h; AID 686970; Potency, µM (highest dose often 46.1 µM), for inactives: top-dose activity, negative = less viability, actives largely listed as cytotoxic; 360,000 compounds, 1.6% hits;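 also: NT is the 2HG producing partner of a matched IDH1 knockdown line; potency is read from the fitted curve at half-maximal effect; 0% = DMSO-treated cells and -100% = media-only wells without cells; nearly all actives have a fitted effect of over 55% in size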
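750 cells/well, RPMI + 5% FBS; 2 h settle, compound pin-transfer, 48 h at 37 degrees C. CellTiter-Glo 10 min RT, luminescence. Normalized to DMSO and media-only wells.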
KB-3-1 tox: kills parental KB-3-1 adenocarcinoma cells; KB-3-1 viability, CellTiter-Glo ATP luminescence, 72 h; Potency, µM (series often up to 46.1 µM), inactives show at the top dose activity change, negative = cytotoxic, actives largely listed as cytotoxic; 400,000 compounds, 1.4% hits; also: potency is read from the fitted curve at half-maximal effect; % is scaled to controls: 0 for no effect and ±100 for the full control effect; nearly all actives have a fitted effect of over 60% in size
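Here the drug-naive KB-3-1 line serves as comparator for MDR sub-line selectivity; cells received compound titrations, 72 h at 37 °C, then CellTiter-Glo readout.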
IL-1B inflam inh: inflammasome signaling inhibition, IL-1 beta readout. THP-1 LPS/ATP IL-1B secretion, AlphaLISA, 16 h; stronger effect = lower value. activity change, % at 57.5 µM. 360,000 compounds, 4.7% hits; in the data active = activity change below about -50%; inconclusive = mostly about -30% to -49%; also: % is scaled to controls: 0 for no effect and ±100 for the full control effect
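THP-1 cells pretreated 1 hr with compounds (up to 57.5 uM final), then stimulated with LPS (250 ng/mL final) plus ATP (1.25 mM final); secreted IL-1B measured by AlphaLISA after 16 hr, decreased signal indicating inhibition.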
DRD3 agonist: agonists of human D3 dopamine receptor | D3R DiscoveRx beta-arrestin cells, luminescence, 90 min | max activation, % | AID 652048 | 410,000 compounds, 0.58% hits; in the data active = max activation above about 30%; also: 0% is about no effect; mostly tested at two doses, the higher about 12 µM
Target sequence (P35462 whole entry, looked up): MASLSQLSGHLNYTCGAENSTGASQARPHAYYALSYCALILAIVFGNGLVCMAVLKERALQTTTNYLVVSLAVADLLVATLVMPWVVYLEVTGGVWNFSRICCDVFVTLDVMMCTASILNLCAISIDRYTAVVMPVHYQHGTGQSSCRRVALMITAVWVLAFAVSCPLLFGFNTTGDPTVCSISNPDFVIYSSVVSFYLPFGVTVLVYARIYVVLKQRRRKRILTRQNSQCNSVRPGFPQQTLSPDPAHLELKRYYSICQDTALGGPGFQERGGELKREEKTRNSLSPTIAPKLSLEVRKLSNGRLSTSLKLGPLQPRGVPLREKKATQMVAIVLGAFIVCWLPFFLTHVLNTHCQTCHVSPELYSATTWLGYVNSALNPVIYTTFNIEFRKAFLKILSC
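Agonist mode: compounds and dopamine controls were applied to plated cells for 90 min at 37 degrees C after an overnight attachment at 1500 cells/well. Luminescent read-out followed 30 - 60 minutes at room temperature with DiscoveRx detection reagent.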
KB-V1 cytotox: kills drug-selected multidrug resistant KB-V1 cells | KB-V1 MDR cells viability, CellTiter-Glo, 72 h | Potency, µM (series often up to 46.1 µM), for inactives: top-dose activity change, negative = cytotoxicity, hits mostly cytotoxic | 400,000 compounds, 3.4% hits | AID 1347076; also: potency is read from the fitted curve at half-maximal effect; % is scaled to controls: 0 for no effect and ±100 for the full control effect; nearly all actives have a fitted effect of over 60% in size
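KB-V1 cells (P-gp-expressing MDR subline of KB-3-1) in phenol-red-free DMEM with 10% FBS were exposed to library compounds over a concentration series for 72 h at 37 degrees C. Viability read by CellTiter-Glo luminescence; concentration-effect curves fitted after normalization.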
MCF10A rereplic: inducers of DNA re-replication in MCF 10A breast cells. MCF 10A DNA re-replication, Hoechst nuclear intensity, 48 h. Potency, µM (highest dose often 46.1 µM), for the others: at the top dose activity, positive = re-replication, most hits filed as activators. 350,000 compounds, 2.9% hits; also: potency is read from the fitted curve at half-maximal effect; % of control where 0% means no effect; nearly all actives have a fitted effect of over 50% in size
HEK293 tox: cytotoxic in the GLP-1 receptor inverse agonist counter-screen | Potency, µM (highest dose often 38.3 µM), without a hit: top-dose activity change, negative = inhibition, usual class: inhibitors | AID 624418 | 410,000 compounds, 0.13% hits | HEK293 cAMP-luciferase reporter cells, luminescence, 24 h;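 also: loss of luciferase light is scored as toxicity; potency is read from the fitted curve at half-maximal effect; % is scaled to controls: 0 for no effect and ±100 for the full control effect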
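To flag toxic compounds, the library was rerun on cells for 24 hr at 37 deg C and 5% CO2. Viability-linked luminescence was captured 12 min after adding luciferase detection reagent.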
Active calls of the source: *; ? = inconclusive; nt = not tested or not shown; [ ] = remark or other dose. Unless noted, calls follow the shape of the dose curve; as a rule, active = well fitted curve in the direction sought with a large enough effect; inconclusive = small, poorly fitted or top-dose-only effect, or another doubt; inactive = no such curve, though single readings can be large; an effect the other way counts as inactive or inconclusive.

SMILES | SW480 rerep | HT1080 IDH1KD tx | HT1080-NT tox | KB-3-1 tox | IL-1B inflam inh | DRD3 agonist | KB-V1 cytotox | MCF10A rereplic | HEK293 tox
Cc1ccc(S(=O)(=O)c2nnn(-c3cccc(F)c3)c2N)cc1 | 10% | -16% | -18% | -17% | 8 | 1 | ? | 6% | -1%[0.307 µM]
O=C(O)C1Cc2ccccc2CN1C(=O)COc1ccc(Cl)cc1Cl (configuration not stated) | -12% | 9% | 9% | 1% | 1 | 8 | 10% | -15% | 8%
COCCCNCC(=O)c1c(N)n(Cc2ccccc2)c(=O)n(C)c1=O | 0% | 6% | 4% | 1% | -3 | 1 | 4% | 20% | -9%
CC(=O)c1cccc(NC(=O)CCS(=O)(=O)c2cc(Br)cc3c2N(C(=O)C2CC2)CC3)c1 | nt | nt | nt | -10% | nt | -20 | -1% | nt | -3%
Cc1oc(-c2ccccc2F)nc1CS(=O)(=O)CC(=O)N1CCCCCC1 | 0% | -1% | -4% | -41% | -9 | -3 | 15% | -3% | -7%
Cc1cccc(C(=O)Nc2ccccc2NC(=O)c2cccc(C)c2)c1 | ? | -4% | -5% | 6% | -14 | 3 | -5% | ? | 2%
O=C(NN1C(=O)c2ccccc2NC12CCCCC2)c1ccccc1 | 0% | 12% | 0% | -5% | 0 | -2 | -2% | -2% | 3%
Cc1c(C#N)c(O)n(CCO)c(=O)c1N=Nc1ccc2c(c1)COC2=O | 12% | 0% | -5% | -4% | -57* | -46 | -1% | ? | ?
NC(=O)NNc1cccc(Cl)n1 | 5% | 5% | 3% | 2% | 29 | 1 | 31% | -6% | -12%
O=C(C=Cc1cccc(Cl)c1)c1ccccc1 | 15µM* | ? | ? | ? | ? | -2 | ? | 18µM* | ?
O=[N+]([O-])c1ccc(Cl)c(S(=O)(=O)/N=C(/c2ccccc2)N2CCOCC2)c1 | -17% | 2% | 1% | -1% | 22 | -3 | 28% | -2% | -15%
CCc1ccc(OCC(=O)NNCC(=O)Nc2ccc(OC)cc2)cc1 | -1% | -1% | -2% | 1% | -9 | 5 | 1% | -6% | 4%
COC(=O)C1=CN(c2ccc(N3CCOCC3)cc2)C(N)=C(C#N)C1c1ccccc1 (configuration not stated) | nt | -10% | -14% | ? | -3 | 6 | -34% | nt | -4%
CC(C)OCCCNC(=O)c1cc(S(=O)(=O)N2CCCCC2)c[nH]1 | -1% | -2% | -1% | -17% | -1 | -7 | 11% | -4% | -11%
COc1ccccc1OCc1nc(C#N)c(NCc2ccc(C)cc2)o1 | nt | nt | nt | 0% | nt | -20 | 0% | nt | -5%
CN(C)S(=O)(=O)c1cc(NC(=O)CN2CCCc3ccccc32)ccc1Cl | 1% | 0% | -15% | -12% | -11 | -21 | ? | 16% | 16%[0.307 µM]
CC(=O)N1CCc2c(sc3c2c(=O)n(-c2ccccc2)c(=O)n3CC(=O)Nc2ccccc2C)C1 | nt | nt | nt | -4% | nt | -8 | ? | nt | 1%
CCOC(=O)c1cc(-c2ccccc2)nn1Cc1cc(CC)no1 | -1% | -12% | 1% | -20% | 3 | -6 | -1% | -3% | 23%
N#Cc1nc(COc2cccc(Cl)c2)oc1N1CCN(c2ccccc2)CC1 | -12% | 3% | 3% | -6% | -20 | -1 | -12% | 3% | 7%
CCC(C)(C)n1nnnc1CN1CCC(NC(=O)c2ccccc2C)CC1 | -4% | 6% | 12% | 6% | 15 | 0 | -26% | 6% | -13%
CCN(CC)S(=O)(=O)c1ccc(N2CCCCC2)c(NC(=O)/C=C/c2cc(OC)c(OC)c(OC)c2)c1 | -2% | 13% | 20% | -2% | 0 | -2 | 4% | 7% | -3%
NS(=O)(=O)c1ccc(NC(=O)CSc2ccccn2)cc1 | -4% | -2% | -10% | -10% | 20 | -4 | ? | -1% | 1%
O=C(COC(=O)c1cc(S(=O)(=O)N2CCOCC2)ccc1Cl)NCc1ccco1 | -10% | 13% | 7% | -4% | 3 | 3 | 4% | 0% | 2%
C#CCNC(=O)C1=C[C@H](c2ccc(C(F)(F)F)cc2)C[C@H](OCCCCO)O1 | -5% | 8% | 11% | 0% | -16 | 13 | 6% | 2% | -9%
COc1ccc2cc(C)c3nnc(SCc4cccnc4)n3c2c1 | 7% | 1% | 12% | 9% | -20 | 2 | -2% | 0% | -5%
CCc1ccc(O)c(N=Cc2ccccc2O)c1 | ? | ? | ? | -17% | 7 | 1 | 3% | ? | -5%
Cc1ccc2nc(SCc3cccc([N+](=O)[O-])c3)nc(C)c2c1 | 1% | -8% | 0% | -26% | -13 | 8 | ? | ? | -10%
CCCCCCN1C[C@H](O)[C@@H](n2cc(C3CC3)nn2)C[C@@H]1c1ccc(C)cc1 | nt | -2% | 0% | ? | -4 | -8 | ? | nt | 14%
Cc1ccccc1N(CC(=O)N/N=C/c1ccc(F)cc1)C(=O)c1ccccc1 | 4% | -9% | -8% | -3% | -13 | -4 | -10% | 5% | -27%
O=C(NC(Cc1ccccc1)C(=O)O)/C(=C\c1cccc([N+](=O)[O-])c1)NC(=O)c1ccco1 (configuration not stated) | -6% | 10% | 8% | 25% | 20 | -6 | 9% | -2% | 8%
Cc1ccccc1-c1ccc(C(=O)Nc2cccc(F)c2)o1 | 3%[9.22 µM] | 6% | 11% | 0% | ? | -8 | 7% | ? | -8%
O=C1C=C(OCCF)CC(c2cccc(Cl)c2)O1 (configuration not stated) | nt | 24% | 18% | 10% | 12 | -5 | -17% | nt | -8%
COc1ccc(NC(=O)c2cc3ccccc3o2)cc1 | -1%[9.22 µM] | -4% | -13% | -7% | -2 | -7 | 0% | 0% | 18%
Cc1ccccc1NC(=O)/C(=C\c1cccs1)NC(=O)c1ccccc1 | -4% | -5% | -1% | -8% | -5 | -8 | 0% | 1% | 6%
Cc1cccc(NC(=O)CSc2nnc(-c3ccncc3)n2CC2CCCO2)c1 (configuration not stated) | -2% | -6% | 6% | 10% | -1 | -1 | -21% | 2% | 7%
O=C(O)CCCCCNC(=O)Cn1nnc2ccccc2c1=O | -4% | 11% | -6% | 5% | -9 | 2 | 11% | -1% | 5%
C=C(C)C(=O)Nc1cccnc1Oc1ccc(F)cc1F | -84% | 1% | 9% | 19% | 14 | 5 | 14% | 0% | ?
CCOc1ccc(C2c3c(-c4ccccc4O)n[nH]c3C(=O)N2Cc2ccncc2)cc1 (configuration not stated) | nt | nt | nt | ? | nt | 9 | -3% | nt | -22%
CC(NC(=O)c1ccc(CS(C)(=O)=O)cc1)c1cccc2ccccc12 (configuration not stated) | 1% | -2% | -13% | 10% | -8 | 2 | -12% | 19% | 6%
COc1c(C)cc(NC(=O)c2ccc3c(c2)NC(=O)CO3)cc1C | 6% | 15% | 1% | -8% | -7 | -3 | -8% | -3% | 0%
O=C(O)CNS(=O)(=O)/C=C/c1ccccc1 | 2% | 9% | 8% | ? | -6 | -9 | 0% | 3% | 9%
C[C@@H](C(=O)CC(=O)OC(C)(C)C)[C@@H](O)c1ccccc1 | -13% | 6% | 0% | 15% | 12 | 3 | 27% | -5% | -12%
Cc1ccc(S(=O)(=O)N2CCOCC2)cc1NC(=O)CSc1nccn1C | nt | 14% | 13% | 0% | 6 | 3 | -15% | -4% | -3%
CCCCCCCCCCCCCCCC(=O)OC(CC(=O)O)C[N+](C)(C)C (configuration not stated) | 0.58µM* | ? | 9.2µM* | 3.7µM* | 0 | -23 | -4% | -1% | -2%
O=C1CC(/C=C/c2ccco2)=Nc2ccccc2N1 | 6% | 0% | 1% | 9% | 0 | -2 | 11% | 4% | 3%
CC12CCC(C(=O)NCc3ccc(F)cc3)(OC1=O)C2(C)C (configuration not stated) | -8% | 13% | 6% | 0% | -14 | 5 | -6% | -4% | -1%
COc1cccc(CN(CC(=O)NCc2ccco2)C(=O)CNS(=O)(=O)c2ccccc2)c1 | -1% | 0% | 3% | -10% | 6 | -29 | -10% | -6% | -3%
COc1cc(NC(=O)C[n+]2ccc(C(=O)c3ccccc3)cc2)cc(OC)c1 | -17% | -2% | 1% | ? | -21 | -20 | 13% | 0% | -6%
CCOc1cccc2sc(N(CCN(C)C)C(=O)c3ccc4ccccc4c3)nc12 | -16% | -7% | 2% | 7% | -101* | -16 | -4% | 8% | -16%
O=C(NCc1ccco1)c1cc(S(=O)(=O)N2CCCC2)ccc1Cl | ? | -3% | -1% | ? | 9 | -5 | ? | ? | -4%

Three of the compounds above, with values under each structure.
Below each SMILES: SW480 rerep | HT1080 IDH1KD tx | HT1080-NT tox | KB-3-1 tox | IL-1B inflam inh | DRD3 agonist | KB-V1 cytotox | MCF10A rereplic | HEK293 tox
CCCCCCCCCCCCCCCC(=O)OC(CC(=O)O)C[N+](C)(C)C (configuration not stated)
→ 0.58µM* | ? | 9.2µM* | 3.7µM* | 0 | -23 | -4% | -1% | -2%
O=C1CC(/C=C/c2ccco2)=Nc2ccccc2N1
→ 6% | 0% | 1% | 9% | 0 | -2 | 11% | 4% | 3%
CC12CCC(C(=O)NCc3ccc(F)cc3)(OC1=O)C2(C)C (configuration not stated)
→ -8% | 13% | 6% | 0% | -14 | 5 | -6% | -4% | -1%

(cont.)
SMILES | SW480 rerep | HT1080 IDH1KD tx | HT1080-NT tox | KB-3-1 tox | IL-1B inflam inh | DRD3 agonist | KB-V1 cytotox | MCF10A rereplic | HEK293 tox
CCNc1ncnc2c1cnn2C | 4% | 19% | 11% | 1% | 3 | -6 | 6% | -2% | -11%
CC(C)n1c(Nc2ccccc2)nc2ccccc21 | 1% | 1% | 6% | 27% | -3 | -1 | 4% | 10% | -9%
COc1c(C)cc(Br)cc1C(=O)Nc1ccc(Cc2ccncc2)cc1 | ? | ? | ? | -1% | -79* | -2 | -7% | 16µM* | 0%
COc1ccccc1NS(=O)(=O)c1ccc2c(c1)OCCO2 | -2% | 0% | 1% | 5% | 3 | -6 | 0% | 2% | 15%
COc1cc(CNCCSc2nnnn2C)ccc1OCc1ccccc1 | nt | nt | nt | ? | nt | -18 | ? | nt | -21%
